Compound activity (PubChem)
CHRM5 agonist: CHRM5 agonism in calcium assay | CHO-K1 hM5 cells, Fluo-8 calcium fluorescence; 0% DMSO wells, 100% maximal acetylcholine response | P08912 | activation, % at 3 µM | actives 0.19% (n = 360,000);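 active means activation above the run's mean over test compounds plus 3 SD, cut at about 23% in these data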;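 further: signal is peak over basal fluorescence ratio across the kinetic read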
M4 antag: antagonists of human muscarinic M4 receptor (CHRM4). CHO-hM4 cells, ACh EC80, Fluo-8 calcium fluorescence. inhibition, % at 3 µM. actives 0.73% (n = 360,000). AID 624125;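 active means inhibition above its plate's cutoff, the mean inhibition of sample wells plus 3 SD, cut at about 27% in these data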;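 further: 0% = acetylcholine EC80 with DMSO and 100% = DMSO without agonist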
CHRM4 PAM: positive allosteric modulators of human muscarinic M4 receptor; P08173; CHO-K1 hM4/Gqi5, Fluo-8 calcium fluorescence, ACh EC20; 0% = ACh EC20, 100% = maximal ACh; activation, % at 3 µM; actives 0.4% (n = 360,000); AID 624126;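 active means activation above its plate's cutoff, the mean activation of sample wells plus 3 SD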; further: some results filed as inactive read as strong as hits
M5 antag: antagonists of human muscarinic M5 receptor (CHRM5) | P08912 | CHO-hM5 cells, Fluo-8 calcium fluorescence, ACh EC80 | inhibition, % at 3 µM | actives 0.59% (n = 360,000);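 active means inhibition above a per-plate cutoff, the mean of that plate's test compounds plus 3 SD, cut at about 27% in these data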;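 further: 0% = acetylcholine EC80 with DMSO and 100% = DMSO without agonist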
CHRM5 PAM: positive allosteric modulators of human muscarinic M5 receptor | CHO-K1 hM5, Fluo-8 calcium, ACh EC20 PAM; 0% = ACh EC20, 100% = ACh EC100 | activation, % at 3 µM | actives 0.3% (n = 360,000) | AID 624038;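 active means activation above the run cutoff, the mean activation of all test compounds plus 3 SD, cut at about 18% in these data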
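Test system: CHO-K1 hM5 cells / Doses: single-point, 3 µM nominal / Times: Post-acetylcholine fluorescence recording 140 s / Technique: Fluo-8 calcium fluorescence / Measure: Max/basal fluorescence ratio as % of EC20–EC100 ACh window / Benchmarks: low control EC20 acetylcholine (0%), high control EC100 acetylcholine (100%) / Replicates: one well per compound, no replicates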
CRFBP-R2 block: blocks CRF-induced signaling of the CRF-BP/CRF-R2 complex; inhibition, % at 11.8 µM; HEK293 CRF-R2/CRF-BP, CRF-induced calcium fluorescence; actives 0.59% (n = 350,000);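 active means inhibition of the ligand-induced calcium signal above about 50% at the single tested concentration, limit read from the data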
IDE cell inh: inhibits human insulin-degrading enzyme in HEK cells | FAbetaB cleavage, fluorescence polarization | AID 434962 | P14735 | actives 0.41% (n = 320,000) | inhibition, % at 5.59 µM;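 active means percent inhibition above the average of all tested compounds plus 3 SD, set per screening campaign, cut at about 16% in these data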;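 further: IDE supplied by intact live HEK cells; FP after avidin binding of uncleaved biotin substrate so inhibition keeps polarization high; 0% = DMSO wells and 100% = 60 µM reference IDE inhibitor Ii1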
Target sequence (P14735 whole entry, looked up): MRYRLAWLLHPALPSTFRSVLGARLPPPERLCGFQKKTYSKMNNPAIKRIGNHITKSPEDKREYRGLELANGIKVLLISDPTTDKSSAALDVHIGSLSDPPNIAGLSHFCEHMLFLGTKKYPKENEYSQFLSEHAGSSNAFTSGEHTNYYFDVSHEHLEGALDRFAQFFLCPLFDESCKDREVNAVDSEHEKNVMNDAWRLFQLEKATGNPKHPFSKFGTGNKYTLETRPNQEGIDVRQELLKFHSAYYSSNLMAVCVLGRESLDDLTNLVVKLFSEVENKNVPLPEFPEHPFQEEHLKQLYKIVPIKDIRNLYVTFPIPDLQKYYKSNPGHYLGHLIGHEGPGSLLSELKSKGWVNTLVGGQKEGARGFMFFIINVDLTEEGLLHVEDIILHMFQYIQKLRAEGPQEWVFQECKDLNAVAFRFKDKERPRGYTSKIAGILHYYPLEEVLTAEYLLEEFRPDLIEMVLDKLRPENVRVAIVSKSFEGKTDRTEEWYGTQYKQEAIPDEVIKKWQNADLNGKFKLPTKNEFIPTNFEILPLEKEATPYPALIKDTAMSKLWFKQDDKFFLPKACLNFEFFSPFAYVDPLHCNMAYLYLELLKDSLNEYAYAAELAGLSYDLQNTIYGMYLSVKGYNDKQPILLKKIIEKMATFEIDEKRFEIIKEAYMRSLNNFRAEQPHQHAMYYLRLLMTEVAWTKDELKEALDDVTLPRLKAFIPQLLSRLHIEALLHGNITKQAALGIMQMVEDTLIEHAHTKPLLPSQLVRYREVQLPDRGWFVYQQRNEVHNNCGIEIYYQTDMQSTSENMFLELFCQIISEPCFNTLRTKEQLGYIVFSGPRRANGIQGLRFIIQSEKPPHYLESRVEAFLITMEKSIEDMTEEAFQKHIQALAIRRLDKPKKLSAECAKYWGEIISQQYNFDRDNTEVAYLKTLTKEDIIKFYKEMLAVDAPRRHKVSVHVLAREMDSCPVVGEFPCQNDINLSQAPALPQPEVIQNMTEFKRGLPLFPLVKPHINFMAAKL
CRFR2-BP ag: CRF-BP/CRF-R2 complex agonism; HEK293 CRF-R2/CRF-BP, calcium dye fluorescence (FLIPR); percent of saturating CRF peptide response; activation, % at 13.2 µM; actives 0.46% (n = 350,000);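 active means activation of at least 50%, plus an integration ratio under a set limit after plate pattern correction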;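 further: plate controls were neutral control wells without compound for no effect and CRF at EC100 for full effect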
CHRM4 agonist: CHRM4 agonism in calcium assay; P08173; CHO-K1 hM4/Gqi5, Fluo-8 calcium fluorescence; vehicle 0%, full acetylcholine response 100%; activation, % at 3 µM; actives 0.14% (n = 360,000); AID 624127;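 active means activation above the run mean over all test wells plus 3 SD, cut at about 32% in these data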;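 further: peak over basal fluorescence ratio per well then scaled between controls; 0% = DMSO wells and 100% = acetylcholine at EC100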
* hit, by the source's call; . = no result given; & = joins results of further samples.

SMILES	CHRM5 agonist	M4 antag	CHRM4 PAM	M5 antag	CHRM5 PAM	CRFBP-R2 block	IDE cell inh	CRFR2-BP ag	CHRM4 agonist
COC(=O)C[C@H]1C=C[C@@H](NC(=O)C2CC2)[C@@H](CO)O1	1	-2	2	-8	20*	.	.	.	0
Fc1ccc(-c2csc3ncnc(Nc4ccc(N5CCOCC5)cc4)c23)cc1	-8	-4	-5	3	0	-38	0	-9.7	-2
O=C(Nc1ccc2[nH]c(=O)[nH]c2c1)Nc1ccc(F)cc1F	-1	3	-14	3	-2	-5	4	1.5	0
Cc1ccc(-n2cc3c(-c4cccc(Br)c4)nnc(C)c3n2)cc1	-2	14	5	0	-1	7	-1	-0.4	-1
O=C(Nc1nc(-c2ccccc2)cs1)c1cccnc1	12	-2	4	-4	-3	-25	-5	-0.4	12
COC(=O)Cn1ccc(N(C)C)c(C#N)c1=O	2	1	11	-9	2	-1	7	1.6	1
CC(C)(C)N1C(=O)c2ccccc2NC(=O)N1Cc1ccc(Br)cc1	-13	-9	1	-5	0	3	5	3.0	0
COc1cccc(C(=O)N=c2sc3c(C)ccc(OC)c3n2C)c1	2	-14	3	-4	1	19	1	0.4	0
Cc1ccc(-c2nc3ccsc3c(=O)o2)cc1	0	6	2	3	9	22	11	-1.7	-1
Cc1c(C(=O)Nc2ccccc2)sc2nc[nH]c(=O)c12	-8	-2	-4	12	-12	49	3	0.4	2
CC(C)(C)c1ccc(S(=O)(=O)N2CCC(O)(c3ccc(Cl)cc3)CC2)cc1	-17	19	-53	30*	-32	-1	8	2.3	12
COc1ccc(CN(C)C(=O)Cc2c[nH]c3ccccc23)c(OC)c1OC	0	1	12	1	-1	15	.	-0.7	4
CC1=C/C(=N\Nc2ccccc2[N+](=O)[O-])CC(C)(C)C1	-1	-10	-1	4	-7	-57	-3	-0.7	0
O=C(Cn1c(=O)sc2ccccc21)Nc1ccc(S(=O)(=O)N2CCCCC2)cc1	4	5	-6	3	-3	-54	0	14	4
CCOC(=O)Cn1cc(Cn2c3ccccc3c(=O)n2C(C)C)nn1	1	2	-2	15	0	.	.	.	1
CCCCNC(=O)C[C@@H]1C[C@@]2(C(=O)OC)CCCCC=C2N(Cc2ccc(Cl)cc2Cl)C1=O	1	-7	2	6	-9	.	.	.	10
Cc1cc2ccccc2c(=O)n1CC(=O)NCc1ccco1	-4	0	6	-4	-7	-1	-1	1.4	1
CN(C)/C(=N\S(=O)(=O)c1ccccc1)c1ccc(F)cc1	-1	-2	3	5	1	12	1	-0.1	0
COc1ccc(-c2nn(-c3ccccc3)cc2/C=C/C(=O)OCC(=O)Nc2ccc(C#N)cc2)cc1	-5	3	16	-4	-1	8	7	1.9	-2
C/C(=N\NC(=O)c1c(Br)c(C)nn1C)c1ccc(NC(=O)c2ccoc2C)cc1	-2	3	2	5	-1	-25	5	-0.2	2

Some of the entries so far, with values ahead of the structure:
CHRM5 agonist	M4 antag	CHRM4 PAM	M5 antag	CHRM5 PAM	CRFBP-R2 block	IDE cell inh	CRFR2-BP ag	CHRM4 agonist	smiles
-8	-4	-5	3	0	-38	0	-9.7	-2	Fc1ccc(-c2csc3ncnc(Nc4ccc(N5CCOCC5)cc4)c23)cc1
-1	3	-14	3	-2	-5	4	1.5	0	O=C(Nc1ccc2[nH]c(=O)[nH]c2c1)Nc1ccc(F)cc1F

The listing continues:
SMILES	CHRM5 agonist	M4 antag	CHRM4 PAM	M5 antag	CHRM5 PAM	CRFBP-R2 block	IDE cell inh	CRFR2-BP ag	CHRM4 agonist
N#CC1C(=O)Nc2cccnc21 (configuration not stated)	0	-5	3	11	3	2	.	-1.9	1
COc1ccc(OC)c(S(=O)(=O)N2CCCC2C(=O)NC(C)c2ccccc2)c1 (configuration not stated)	-2	-5	2	3	2	-4	5	-0.1	0
COCCNC(=S)NCc1cccs1	-3	18	5	4	8	11	4	-4.2	1
O=C(Nc1nncs1)C1c2ccccc2Oc2ccccc21	-1	-2	-1	-6	4	-45	-1	-1.5	3
CCc1nc2nc(C)c(NS(=O)(=O)c3ccc(Cl)s3)c(=O)n2[nH]1	-2	-3	0	8	4	5	7	0.2	2
COC(=O)c1ccc(/C=N/NS(=O)(=O)c2cc(C)ccc2C)cc1	-2	12	4	6	-2	3	9	-0.4	1
COc1ccc(C(=O)N/N=C/c2ccccc2C(=O)O)cc1OC	0	-10	6	0	5	-11	2	1.8	0
COc1ccc(CN2CCC(N(CCc3ccccc3)Cc3ccccc3)CC2)c(OC)c1	-9	14	-17	17	-10	-9	-3	-1.6	4
O=C1SCCC1NS(=O)(=O)c1ccc([N+](=O)[O-])cc1 (configuration not stated)	-3	5	-3	9	-3	7	4	2.1	2
COc1ccc([C@H]2CN(c3ccccc3)C(=O)[C@@H]2CC(=O)Nc2ccccc2)cc1	0	1	-6	4	-2	-15	.	5.0	4
O=Cc1c(NC2CCCCC2)c2ccccc2[nH]c1=O	-1	1	-4	1	1	-1	1	-0.7	0
COc1cccc(C(=O)N/N=C/c2cn[nH]c2-c2ccc(OC)cc2OC)c1	-5	1	15	-5	-1	-6	8	2.8	2
O=C(NCc1ccccc1)c1cc(S(=O)(=O)N2CCC3(CC2)OCCO3)ccc1F	4	12	-14	6	-2	7	0	6.1	3
Fc1ccc(-c2ccc(CNCc3ccccn3)o2)cc1	-2	-2	7	12	-1	1	-4	0.0	2
C(=C\c1ccccc1)/CN1CCN(C(CCc2ccccc2)c2nnnn2C2CCCCC2)CC1 (configuration not stated)	-2	6	-12	11	-6	.	.	.	0
C/C(N)=C(/C#N)C(=O)COC(=O)CCSc1ccccc1Cl	-5	4	-4	2	-20	-10	4	-0.6	6
O=C(O)c1cc(S(=O)(=O)N2CCCCCC2)ccc1Cl	0	5	5	-3	4	-2	0	-1.2	0
Cc1cc(Cl)ccc1OCC(=O)Nc1cccc(S(=O)(=O)N2CCCC2)c1	-3	15	-9	11	-12	-1	0	0.3	9
Nc1nc(NCCO)nc(NCC2CCCO2)c1[N+](=O)[O-] (configuration not stated)	5	-1	5	-3	-1	-39	-2	0.8	1
CCCn1nc(NC(=O)c2cccs2)c2cc3ccccc3nc21	-2	3	-13	8	-7	-8	6	-0.6	4
CN(/C=C/C(=O)C(F)(F)C(F)(F)F)Cc1ccccc1	1	9	5	0	1	17	1	-0.7	2
Cn1nc(C(=O)OCC(=O)NC2CCS(=O)(=O)C2)c2ccccc2c1=O (configuration not stated)	3	2	11	1	13	2	1	-4.1	2
CC(=O)c1cc(-c2ccccc2)n(CCC(=O)NC2CCCCCCC2)c1C	-2	-3	4	-4	0	-54	-1	-7.4	1
O=C(NN=C1CCCCCC1)c1ccncc1	-4	4	3	-1	3	-4	.	3.8	0
Cn1cccc1-c1cc(C(=O)N/N=C/c2ccc([N+](=O)[O-])cc2)[nH]n1	1	-1	1	6	-4	3	5	-0.9	6
Cn1c(=O)c2c(ncn2CCOc2ccc(Br)cc2)n(C)c1=O	6	5	-9	13	1	4	2	0.2	6
COc1cc(/C=N/NC(=S)Nc2cccnc2)cc(OC)c1O	2	-19	6	0	-3	-8	1	-2.0	0
COCCNC(=O)C(c1ccc(C)cc1)N(C(=O)CCC(=O)Nc1ccccn1)c1ccc(C)cc1 (configuration not stated)	-3	-5	-1	10	0	-13	2	3.7	0
COc1c(C)cccc1C(=O)NCc1ccc2c(c1)OCO2	-3	-2	0	-1	4	2	0	-1.0	1
Cn1ccnc1C(=O)c1ccc(Cl)c(S(=O)(=O)N2CCOCC2)c1	-2	-4	-12	14	-3	7	8	2.3	2
O=C(CCCC(=O)Nc1ccc(Br)cc1)N/N=C/c1ccccc1	-3	-6	4	6	4	-5	3	-0.4	2
O=C(/C=C/c1ccc(OC(F)F)cc1)Nc1cccc(S(=O)(=O)NC2=NCCCCC2)c1	0	8	-8	18	-11	-5	11	0.8	18
COc1ccc(C2CCCN2C(=S)Nc2c(C)cccc2C)cc1OC (configuration not stated)	-3	0	-4	12	-5	12	6	2.0	1
CCOc1ccc(-n2cc(C(=O)N3CCN(C)CC3)c3cc(OC)c(OC)cc3c2=O)cc1	-3	1	2	1	-5	15	-3	-1.0	1
COc1ccc(C(C)C)cc1S(=O)(=O)NCCCn1ccnc1	-9	-20	-8	-9	0	2	1	-0.9	1
C=CCN1C=C2C(=O)C(C)(OC(=O)CCc3ccccc3)C(=O)C=C2C=C1c1ccc(C#N)cc1 (configuration not stated)	4	-2	6	7	-2	-4	6	3.7	1
Cc1cc2c(SCC(=O)NC3CCCC3)ncnc2s1	-2	-25	6	5	-4	-21	3	0.6	1
COc1ccc(OC)c(/C=C2\SC(=S)N(C(C(=O)O)c3ccccc3)C2=O)c1 (configuration not stated)	-1	1	-2	11	-4	-10	7	24	0
O=C(O)CCc1ccc(-c2ccc(F)cc2)n1NC(=O)c1ccco1	-1	5	12	-1	-3	-9	7	0.1	0
COc1ccc([N+](=O)[O-])cc1N1C(=O)c2cccnc2C1=O	5	6	1	1	-4	14	5	-0.1	1
CCCNC(=O)CN(C)S(=O)(=O)c1c(C)cc(C)cc1C	-2	-20	6	0	-6	-11	-2	-1.3	2
CCCn1c(N)c(C(=O)CSc2nnc(C3CC3)n2C2CC2)c(=O)[nH]c1=O	0	-4	6	11	1	-12	-1	4.0	1
O=C(c1ccccc1F)N1CCN(S(=O)(=O)c2ccc(S(=O)(=O)N3CCCCCC3)cc2)CC1	2	6	11	3	7	-6	0	-0.2	1
COc1ccc(C)cc1N(C(=O)COc1cccc(F)c1)c1nc2ccccc2s1	1	6	-6	-1	0	-12	2	2.5	0
CCCCOc1ccc(/C=C/C(=O)OCC(=O)NC2CCS(=O)(=O)C2)cc1OCC (configuration not stated)	4	-15	10	1	3	-4	-1	-0.6	7
O=C1Nc2ccc(Br)cc2C1(O)Cc1ccccn1 (configuration not stated)	3	9	0	7	-1	5	4	-1.3	-1
C=CCOc1ccc(C2C(C(=O)c3cccs3)=C(O)C(=O)N2c2nnc(C)s2)cc1 (configuration not stated)	3	-1	4	3	-2	10	3	27	2
CC(Oc1ccc(Cl)cc1Cl)C(=O)N(Cc1ccco1)C1CCS(=O)(=O)C1 (configuration not stated)	-1	-8	-1	8	-11	-6	-1	-0.6	5
Cc1ccc(C(=O)OCC(=O)NCCc2ccc(F)cc2)cc1S(=O)(=O)N1CCOCC1	2	8	2	10	-3	-2	-4	0.2	4
O=C(CC1Sc2ccccc2NC1=O)NNc1cc(Cl)ccc1Cl (configuration not stated)	-1	1	9	5	-7	0	.	-0.4	2
COc1cc(-c2nc(S(=O)(=O)c3ccc(C)cc3)c(N(C)C)o2)cc(OC)c1OC	0	-5	4	1	0	-42	3	-0.5	1
CC1(C)CC(=O)c2sc(NS(=O)(=O)c3ccccc3)nc2C1	2	8	-2	-4	5	7	5	-0.3	0
CC(=O)N1CCc2cc(S(=O)(=O)CCC(=O)N3CCN(c4ccccn4)CC3)ccc21	-5	-7	0	9	-9	1	-2	1.1	2
CC(C)CC1Nc2ncnc(N3CCN(c4ccccc4)CC3)c2N(Cc2ccccc2)C1=O (configuration not stated)	-3&-2	-6&-12	21&3	0&-13	0&10	-5	0	0.6	0&-2
COC(=O)c1ccc2nc(-c3ccc(S(C)(=O)=O)cc3)cn2c1	4	-4	2	-5	6	7	-5	1.1	2
